SENP8 block-1 – blocks human SENP8 cleavage of Nedd8 substrate; inhibition, % at 20 µM; 0.64% of 360,000 active; recombinant SENP8, Nedd8 substrate fluorescence; Q96LD8; AID 602440; in the data active = inhibition mostly above about 40%, no sharp cut-off; inactive = mostly below about 27%
Target sequence (Q96LD8 whole entry, looked up): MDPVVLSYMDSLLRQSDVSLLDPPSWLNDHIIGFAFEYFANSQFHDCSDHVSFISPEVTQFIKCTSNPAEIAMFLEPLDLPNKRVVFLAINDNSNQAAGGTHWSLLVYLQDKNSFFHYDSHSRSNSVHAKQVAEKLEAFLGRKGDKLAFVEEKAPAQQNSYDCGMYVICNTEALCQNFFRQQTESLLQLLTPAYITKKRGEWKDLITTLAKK
UBC13 inh – human UBC13 polyubiquitination inhibition; UBC13 polyubiquitin chain formation, TR-FRET; inhibition, % at 20 µM; AID 485273; 0.47% of 330,000 active; P61088; in the data active = inhibition above about 45%, passing the limit was not always enough
PfG6PD inh – PfG6PD (Plasmodium falciparum) enzyme inhibition; PfGluPho enzyme, NADPH resazurin-diaphorase fluorescence; inhibition, % at 20 µM; 0.78% of 350,000 active;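 active = inhibition reaching at least a set limit at 20 µM in the primary screen, cut at about 59% in these data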;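 also: 0% = DMSO wells with substrate and 100% = DMSO wells lacking glucose-6-phosphate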
HKDC1 inh – HKDC1 (human) hexokinase inhibition. recombinant HKDC1, G6PDH/diaphorase resazurin coupled fluorescence. inhibition, % at 20 µM. 0.16% of 340,000 active. AID 493160;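 active = inhibition above about 35% when tested at 20 µM, limit read from the data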;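 also: plate controls were DMSO wells with enzyme for no effect and DMSO wells lacking enzyme for full effect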
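test system = in-house recombinant HK5 (HKDC1) enzyme | amount = HKDC1 at 5 µg/mL | control set = DMSO-enzyme wells negative, buffer-substituted wells positive | compound = one dose of 20 µM, 1% DMSO | schedule = reaction time 90 min, room temperature, protected from light | technique = resorufin fluorescence at 613 nm | reagent = glucose with 1 mM ATP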
MIN6 prolif – induces beta-cell replication in MIN6 cells; 0.29% of 330,000 active; proliferation, % at 10 µM; AID 2380; MIN6 cells proliferation, ATPlite luminescence, 48 h; cells starved in 0.2% serum; 100% = growth in 10% serum;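 active = compounds whose signal lies at least 3.5 SD above the mean of all wells on their plate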;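 also: 0% = DMSO-treated cells in low-serum medium and 100% = 10% serum control; some compounds called inactive have numbers as strong as hits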
SENP8 block-2 – SENP8 protease inhibition; Q96LD8; purified SENP8, Z-RLRGG-aminoluciferin cleavage, luminescence; inhibition, % at 10 µM; 1.2% of 330,000 active; AID 2540; in the data active = inhibition above about 50%
SENP1 FRET inh – blocks the human SENP1 SUMO protease catalytic domain | AID 624204 | recombinant SENP1 catalytic domain, CyPet-SUMO1-YPet FRET cleavage | 0.21% of 360,000 active | inhibition, % at 10 µM | Q9P0U3;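 active = inhibition at least 30% at 10 µM, raw YFP signal under a set limit, fluorescence ratio 0.5 to 1.5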;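 also: 0% = enzyme with DMSO and 100% = no enzyme wells; some results filed as inactive read as strong as hits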
Target sequence (Q9P0U3 419-644 limits assumed): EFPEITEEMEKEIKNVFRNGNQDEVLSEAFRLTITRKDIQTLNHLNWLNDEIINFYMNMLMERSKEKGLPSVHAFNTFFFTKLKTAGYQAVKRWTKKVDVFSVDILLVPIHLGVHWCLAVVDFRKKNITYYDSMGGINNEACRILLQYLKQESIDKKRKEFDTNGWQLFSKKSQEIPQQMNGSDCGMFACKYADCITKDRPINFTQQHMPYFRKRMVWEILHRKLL
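Compound: 10 µM single point, 0.5% DMSO; Test system: hSENP1 catalytic domain, recombinant; Timing: 50 min reaction at room temperature; Technique: FRET, CFP and YFP emission; Control set: no-enzyme wells low, DMSO-plus-enzyme wells high control.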
SENP7 inh – blocks the human protease SENP7. recombinant SENP7, Z-RLRGG-aminoluciferin luminescence, 40 min. 1.5% of 330,000 active. Q9BQF6. inhibition, % at 5 µM;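 active = inhibition above about 50% at the single test dose, limit read from the data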;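 also: plate controls were DMSO with enzyme for no effect and no enzyme buffer wells for full effect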
SENP6 inh – SENP6 protease inhibition; Recombinant SENP6 catalytic domain, aminoluciferin luminescence; Q9GZR1; AID 2599; 1.8% of 330,000 active; inhibition, % at 10 µM;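 active = inhibition above about 50% at the single tested dose, limit read from the data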;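 also: plate controls were DMSO wells with enzyme for no effect and DMSO wells lacking enzyme for full effect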
Target sequence (Q9GZR1 628-1112 limits assumed): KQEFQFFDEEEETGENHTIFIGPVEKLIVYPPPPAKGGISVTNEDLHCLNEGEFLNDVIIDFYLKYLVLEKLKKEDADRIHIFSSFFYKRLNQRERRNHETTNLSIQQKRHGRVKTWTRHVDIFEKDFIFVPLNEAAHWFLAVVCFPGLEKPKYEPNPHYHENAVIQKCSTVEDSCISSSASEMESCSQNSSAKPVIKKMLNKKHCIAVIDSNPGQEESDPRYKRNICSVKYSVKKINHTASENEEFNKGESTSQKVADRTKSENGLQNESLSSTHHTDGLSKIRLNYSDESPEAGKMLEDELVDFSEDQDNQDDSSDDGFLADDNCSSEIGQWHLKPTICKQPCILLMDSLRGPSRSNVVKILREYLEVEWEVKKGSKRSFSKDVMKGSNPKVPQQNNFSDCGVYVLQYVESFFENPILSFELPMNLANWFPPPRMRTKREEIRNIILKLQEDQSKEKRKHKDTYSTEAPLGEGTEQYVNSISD
* marks the source's active call; other numbers are inactive results; i = inactive; x = not tested or not shown; & = joins results of further samples.

(1) CC(=O)c1cnc(SCc2ccc(Cl)cc2)nc1C
(2) CC(C)OC(=O)CSc1nnc(-c2ccccn2)n1C
(3) CC(C)C(C)NC(=O)CN1C(=O)NC(C)(c2ccc3ccccc3c2)C1=O (stereo not given)
(4) CC(Oc1ccc(C#N)cc1)C(=O)NC1CCCC1 (stereo not given)
(5) O=C(COC(=O)c1ccccc1[N+](=O)[O-])c1ccc(C2CCCCC2)cc1
Compound	1	2	3	4	5
SENP8 block-1	6	0	15	12	12
UBC13 inh	9	3	-1	-8	0
PfG6PD inh	-3	-5	4	-7	23
HKDC1 inh	2	-7	1	-7	5
MIN6 prolif	-2	3	-4	-1	-3
SENP8 block-2	-4	-2	-16	-5	89*
SENP1 FRET inh	1	1	-1	0	-2
SENP7 inh	9	-5	-9	2	98*
SENP6 inh	-2	3	-15	0	90*

(6) COc1ccccc1OCC(=O)Nc1ccc(CSc2ccccc2)cc1C
(7) COc1ccc(CCN(C)C(=O)CSc2nnc(-c3ccco3)o2)cc1OC
(8) CCN(Cc1ccccc1)S(=O)(=O)c1ccccc1Br
(9) CN(C)C(=O)c1ccc(-n2cccn2)nc1
(10) CCC(C)CN1CCC(CO)(Cc2ccccc2Cl)CC1 (stereo not given)
Compound	6	7	8	9	10
SENP8 block-1	23	2	7	-1	2
UBC13 inh	-1	-2	x	1	-1
PfG6PD inh	12	3	10	0	1
HKDC1 inh	1	-3	27	-13	-10
MIN6 prolif	-2	-3	x	0	-3
SENP8 block-2	-12	5	x	5	-7
SENP1 FRET inh	6	3	2	0	1
SENP7 inh	-6	-8	3	2	-6
SENP6 inh	-3	2	x	-16	8

(11) N#CCOC(=O)[C@H](Cc1c[nH]c2ccccc12)NS(=O)(=O)c1ccc(Cl)cc1
(12) Cc1cc2c(ccc3[nH]onc32)n1
(13) Fc1cccc2sc(Nc3nc4cc5c(cc4s3)OCCO5)nc12
(14) O=C(CCCc1ccccc1)NCCCN1CCOCC1
(15) CCOc1ccc(NC(=O)c2ccc(NC(=O)COC(=O)c3ccc(NC(=O)CC#N)cc3)cc2)cc1
Compound	11	12	13	14	15
SENP8 block-1	-2	-47	-399	16	-20
UBC13 inh	-1	-8	-8	-3	28
PfG6PD inh	13	19	0	1	-7
HKDC1 inh	5	-2	-14	-5	5
MIN6 prolif	0	7	1	-1	-1
SENP8 block-2	-4	1	34	-11	0
SENP1 FRET inh	-2	8	-31	2	2
SENP7 inh	6	1	1	-10	-2
SENP6 inh	7	22	48	-14	0

(16) CCOc1ccc(NCc2cc3cc(OC)ccc3[nH]c2=O)cc1
(17) CCOc1cc(CNCc2ccccc2)ccc1OCC(=O)NC1CCCCC1
(18) Cc1cccc(NC(=O)CSc2nnc(-c3ccc(S(=O)(=O)N4CCOCC4)cc3)n2C)c1
(19) COc1cc(OC)cc(C(=O)Nc2ccc3c(c2)CCCN3C(=O)c2cccs2)c1
(20) CCN(CC(=O)Nc1ccccc1C(F)(F)F)C(=O)c1cc(S(=O)(=O)N(C)C)ccc1N1CCCC1
Compound	16	17	18	19	20
SENP8 block-1	-319	9	8	16	-2
UBC13 inh	-34	9	2	-1	0
PfG6PD inh	36	10	-4	-6	13
HKDC1 inh	18	-7	-3	0	2
MIN6 prolif	-4	-2	-3	2	2
SENP8 block-2	4	4	4	-8	-1
SENP1 FRET inh	-14	0	3	0	1
SENP7 inh	11	-5	-18	6	-1
SENP6 inh	19	5	-2	24	3

(21) COc1cc(NS(=O)(=O)c2ccc(N=Cc3c(C)[nH]n(-c4ccccc4)c3=O)cc2)nc(OC)n1
(22) O=C(NCC1CCCO1)c1ccccc1NS(=O)(=O)c1ccc(Br)s1 (stereo not given)
(23) CC(=O)Nc1ccc(S(=O)(=O)NCCc2cc3ccc(C)c(C)c3[nH]c2=O)cc1
(24) CN(C)S(=O)(=O)c1cc(C(=O)NCC2CCCO2)c(Cl)cc1Cl (stereo not given)
(25) CN(CC(=O)N1CCCC1)S(=O)(=O)c1cc(Cl)ccc1Cl
Compound	21	22	23	24	25
SENP8 block-1	20	12	-66	4	5
UBC13 inh	-12	x	-5	-6	-5
PfG6PD inh	-14	24	-13	-4	-6
HKDC1 inh	9	1	-6	2	-18
MIN6 prolif	-3	x	3	-3	-2
SENP8 block-2	0	x	6	-3	-6
SENP1 FRET inh	2	0	0	0	0
SENP7 inh	6	x	-1	-6	-3
SENP6 inh	-27	x	-5	-14	0

Only SENP1 FRET inh, MIN6 prolif and HKDC1 inh (3 entries from above):
item | molecule | SENP1 FRET inh | MIN6 prolif | HKDC1 inh
23 | CC(=O)Nc1ccc(S(=O)(=O)NCCc2cc3ccc(C)c(C)c3[nH]c2=O)cc1 | 0 | 3 | -6
24 | CN(C)S(=O)(=O)c1cc(C(=O)NCC2CCCO2)c(Cl)cc1Cl (stereo not given) | 0 | -3 | 2
25 | CN(CC(=O)N1CCCC1)S(=O)(=O)c1cc(Cl)ccc1Cl | 0 | -2 | -18

The list continues.
(26) Cc1cccc(N(CC(=O)NC2CCCC2)C(=O)CCC(=O)Nc2nc(C)cs2)c1
(27) O=c1cc2ncc(-n3cc([N+](=O)[O-])cn3)cn2[nH]1
(28) CN(C)C(=O)CN1CCN(Cc2nc(CC3CC3)no2)CC1
(29) O=C(O)CC12CC3CC(C1)CC(n1ncc(NCc4ccco4)c(Cl)c1=O)(C3)C2
(30) S=C(NCCc1ccccc1)Nc1ccc(N2CCCCC2)cc1
Compound	26	27	28	29	30
SENP8 block-1	3	5	13	24	-2
UBC13 inh	-3	-13	10	4	9
PfG6PD inh	-4	2	-19	1	7
HKDC1 inh	-1	-5	-4	-2	-6
MIN6 prolif	-1	-4	5	-2	-6
SENP8 block-2	1	-9	6	-3	-3
SENP1 FRET inh	0	4	-5	-1	4
SENP7 inh	3	-5	2	0	1
SENP6 inh	-5	-13	73*	3	-17

(31) O=C(NN=Cc1c(O)ccc2ccccc12)C1CC1
(32) CCOc1ccc(C2=CC(=O)C[C@H](c3ccc(OC)cc3)C2)cc1
(33) CC(=O)c1cc2c(cc1NC(=O)CSc1ccc(S(=O)(=O)N(C)C)cn1)OCO2
(34) CCOC(=O)[C@@H]1[C@H]2COc3cc(OC)ccc3[C@@H]2N2C(=O)N(c3ccccc3)C(=O)[C@]12C
(35) COc1ccc(C#Cc2c(-c3ccccc3)n(C)c3ccccc23)cc1
Compound	31	32	33	34	35
SENP8 block-1	-5	18	i	6	i
UBC13 inh	x	-12	2	-14	-5
PfG6PD inh	15	8	18	-12	-3
HKDC1 inh	10	1	1	1	8
MIN6 prolif	x	-3	-1	2	-6
SENP8 block-2	x	-15	-5	1	1
SENP1 FRET inh	-85	3	-7	2	7
SENP7 inh	x	-5	-1	0	11
SENP6 inh	x	-2	0	-2	4

(36) CCCOc1ccc(C(CC(=O)O)NC(=O)CC(c2ccccc2)c2ccccc2)cc1 (stereo not given)
(37) O=C(N/C=N/OCc1cccc(C(F)(F)F)c1)N1OC[C@@H]2COc3ccc4ccccc4c3[C@@H]21
(38) COc1cc(/C=C/c2ccc3cccc([N+](=O)[O-])c3n2)ccc1OCC#N
(39) CCOc1ccc(CC(=O)Nc2sc(Cc3ccccc3)c(C)c2C(N)=O)cc1OCC
(40) CCc1ccc(C2CC(c3ccccc3)n3ncnc3N2)cc1 (stereo not given)
Compound	36	37	38	39	40
SENP8 block-1	8	11	18	-60	15
UBC13 inh	-1	-2	-3	-13	12
PfG6PD inh	-2	16	8	25	6
HKDC1 inh	-7	3	-3	7	-3
MIN6 prolif	-4	-6	1	-2	0
SENP8 block-2	2	-6	-7	-6	-10
SENP1 FRET inh	-1	2	4	-9	0
SENP7 inh	-8	-8	-3	3	-7
SENP6 inh	-24	-12	5	7	-7

Reprinted from the part before: 2 entries, then new ones.
(39) CCOc1ccc(CC(=O)Nc2sc(Cc3ccccc3)c(C)c2C(N)=O)cc1OCC
(40) CCc1ccc(C2CC(c3ccccc3)n3ncnc3N2)cc1 (stereo not given)
(41) O=C(NCCC1CCCCN1S(=O)(=O)c1ccc(Cl)cc1)C(=O)NCc1ccncc1 (stereo not given)
(42) CCOc1ccc2oc(C(=O)OCC(=O)NC(=O)NC)c(C)c2c1
(43) CCOc1cc(C(=O)Nc2ccc(N3CCOCC3)cc2)cc(Br)c1OC
(44) CCOC(=O)N1CCN(C(=O)c2c(-c3ccccc3Cl)noc2C)CC1
(45) O=C(Cc1cc(=O)[nH][nH]1)N/N=C/C=C/c1ccccc1
Compound	39	40	41	42	43	44	45
SENP8 block-1	-60	15	-1	-412	16	13	44*
UBC13 inh	-13	12	-7	24	-2	0	-2&-10
PfG6PD inh	25	6	10	5	5	0	-17
HKDC1 inh	7	-3	-2	-6	3	-5	0
MIN6 prolif	-2	0	6	4	-5	-3	-6&-4
SENP8 block-2	-6	-10	-4	-6	-5	1	1&-5
SENP1 FRET inh	-9	0	2	-8	1	2	0
SENP7 inh	3	-7	-4	-2	-2	-6	4&15
SENP6 inh	7	-7	-12	-19	-11	-6	4&-5

(46) COc1ccc(-c2noc(N3CCC(C(=O)N(C)c4ccccc4C)CC3)n2)cc1
(47) COc1ccc(OCC(=O)Nc2cccc(NC(=O)c3ccco3)c2)cc1
(48) O=C1CCc2cc(S(=O)(=O)N3CCCCC3)cc3c2N1CCC3
(49) COc1cc(/C=C2/C(=O)c3cccc([N+](=O)[O-])c3C2=O)c(Br)cc1O
(50) CC1(C)OC(=O)C(=CNc2cccc(O)c2)C(=O)O1
Compound	46	47	48	49	50
SENP8 block-1	8	14	6	23	3
UBC13 inh	15	1	-3	x	-5
PfG6PD inh	27	7	-23	19	-2
HKDC1 inh	-1	-6	1	29	-4
MIN6 prolif	-1	-2	-3	x	-3
SENP8 block-2	3	-4	-12	x	2
SENP1 FRET inh	3	0	1	5	-1
SENP7 inh	-13	5	-7	x	7
SENP6 inh	0	-5	-8	x	-27

(51) CN(CCCNC(=O)c1cc2c(=O)[nH]c3ccccc3c2n1C)Cc1ccccc1
(52) COc1ccccc1NC(=O)c1nn(-c2ccc(Cl)cc2)ccc1=O
(53) COc1ccc(NC(=O)CNc2cc(C)ccc2C)cc1S(=O)(=O)N1CCOCC1
(54) COc1ccc(OC)c(CN(CCCN2CCOCC2)S(=O)(=O)c2ccc(NC(C)=O)cc2)c1
Compound	51	52	53	54
SENP8 block-1	-48	31	15	15
UBC13 inh	1	-7	7	4
PfG6PD inh	4	8	8	-10
HKDC1 inh	-4	4	-5	-1
MIN6 prolif	-2	-1	-1	-1
SENP8 block-2	-5	-5	4	-5
SENP1 FRET inh	-2	4	0	3
SENP7 inh	-8	10	7	2
SENP6 inh	-20	-7	9	3

High-throughput results: PubChem, Sanford-Burnham Center for Chemical Genomics
